MT stabilize HCS – microtubule stabilizers in HeLa cells, primary screen, imaging, high-content imaging; % tubulin-high responders, % at 10 µM; AID 2205, 2009; HeLa tubulin immunostaining HCS, 24 h; share of cells brighter than vehicle mean+2SD; 200,000 compounds, 0.83% hits;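 active = plate Z-score above 3 for both tubulin-high and condensed-nucleus cell shares, with cell loss under 80%, at 10 µM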;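 also: anti alpha tubulin signal scored within the nucleus-defined area of each cell; some results filed as inactive read as strong as hits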
Yfh1-off respiration – enhancers of respiration in Yfh1-depleted yeast, dose response, Friedreich's ataxia, plus single-dose screen (AID 1465) | S. cerevisiae Yfh1-off respiration, WST-1 reduction, 72 h; higher fold induction means a stronger effect | one-dose fold induction at 50 µM; EC50 in µM for titrated hits | 220,000 compounds, 0.074% hits;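 active = fold induction of absorbance versus untreated yeast above a set limit, then at least 30% activation at any dose in follow-up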;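 also: activators that raise dye reduction in frataxin-depleted yeast; strong numbers were not always called active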
Autophagy mod – autophagy modulators in MEF cells, primary screen, imaging, high-content, MEF GFP-LC3. MEF GFP-LC3 puncta imaging; test concentration mostly 10 µM. calls only at 10 µM (by protocol). 190,000 compounds, 0.98% hits. AID 463193, 2010;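 active = percentage of spot-positive cells more than 3 SD above its plate mean, without a fluorescence outlier flag or 80% toxicity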;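 also: spot-positive cell cutoff set from DMSO-treated cells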
WT yeast gro inh – growth inhibition of WT strain, primary screen, mitochondrial fusion inhibitor project, WT and mutant strains, chemical genetic | mitochondrial fusion phenotypic screen | AID 1362, 2008 | inhibition, % at 10 µM | 190,000 compounds, 2.1% hits; in the data active = inhibition above about 58%; tested in S. cerevisiae
Insulin prom up – insulin promoter activators in MIN6 cells, imaging, high-content screening, mouse beta cells. z-score at 5 µM. AID 1625, 2009. 190,000 compounds, 0.3% hits. MIN6 insulin promoter-GFP reporter; active compounds read high;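 active = z-score above 3 at 5 µM with at least 500 cells counted in the well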
HEK293 NOD2/NF-kB – NOD2 signaling inhibitors, cell-based, luminescence, uHTS, HEK293 (AID 1566); 290,000 compounds, 0.63% hits; inhibition, % at 4 µM, or EC50 in µM where a hit was titrated; HEK293 NOD2/NF-kB luciferase reporter, luminescence; higher % means a stronger effect; in the data active = inhibition above about 50%; also: many of its hits are not listed in these tables
bCat nuc transl – modulators of beta-catenin nuclear translocation, primary screen, imaging, HeLa cells, immunofluorescence, high-content; 190,000 compounds, 0.3% hits; nuclear translocation activity, % at 5 µM;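 active = nuclear translocation activity above 50% at 5 µM, with a well cell count of 50 or more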;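 also: per-cell ratio of nuclear to cytoplasmic median beta-catenin stain intensity; plate controls were DMSO negative control for no effect and GSK-3 inhibitor IX positive control for full effect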
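Test system: human HeLa cells, native beta-catenin. Compound dosing: 5 µM primary single dose, 0.1% DMSO, 0.02–20 µM confirmation series. Incubation: compound exposure 24 h at 37°C. Detection: beta-catenin immunostaining with DAPI counterstain, 20x imaging, 6 fields/well. Read-out basis: Nuclear/cytoplasmic beta-catenin signal ratio, % activation.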
Dynein cargo inh – inhibitors of GR-EGFP nuclear translocation, primary screen, dynein cargo transport inhibitor project, imaging, high-content, 3617.4 mouse cells; 220,000 compounds, 0.47% hits; AID 1381, 2008; test concentration mostly 20 µM; stimulated with dexamethasone, 1 µM; active compounds read low; z-score, hits read low;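 active = plate z-score of nuclear minus cytoplasmic receptor signal below a set negative limit, without overly bright fluorescence or cell loss, cut at about -3.5 in these data, passing the limit was not always enough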;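 also: z-score of nuclear minus cytoplasmic ring GR-EGFP intensity difference per well; some compounds called inactive have numbers as strong as hits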
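Buffer or medium: tet-free, stripped-serum medium; reagent: dexamethasone at 1.0 µM final, 30 min; incubation: 48 h induction, 1 h compound, 30 min dex at 37 °C; measured by: formaldehyde fixation, Hoechst nuclear stain, 10x automated fluorescence imaging; read-out: nuclear-to-cytoplasmic GR-EGFP distribution per well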
Hep lipid drop – inhibitors of hepatocyte lipid droplet formation, primary screen, imaging, high-throughput imaging, BODIPY stain | 240,000 compounds, 0.4% hits | inhibition, % at 6.5 µM | AML12 mouse hepatocytes, oleate lipid droplets;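 active = lipid droplet intensity inhibited by at least 50%, with more than 500 cells counted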
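Material – mouse AML12 hepatocyte cell line, fixed after treatment · Compound dosing – one dose, 6.5 µM compound · Times – compound with oleate, overnight · Measured by – Image-based BODIPY and DAPI two-channel analysis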
WT yeast gro inh mutant strain – recorded beside WT yeast gro inh, whose call it bears; inhibition, %; mitochondrial fusion phenotypic screen, mutant strain inhibition
Dynein cargo inh cytoplasmic EGFP – also measured in Dynein cargo inh; calls as there; z-score; measured here: cytoplasmic GR-EGFP intensity; active compounds read high
Dynein cargo inh nuclear GR-EGFP – also measured in Dynein cargo inh; calls as there; z-score; measured here: nuclear GR-EGFP intensity;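 lower value marks the stronger effect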
Dynein cargo inh cell count – second read-out of Dynein cargo inh, no call of its own (marks repeat the call); z-score; measured here: cell count per field
Insulin prom up cell count – also measured in Insulin prom up; calls as there; cell count; measured here: cytotoxicity, nuclei count;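 total cells summed across four imaged fields per well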
Hep lipid drop cells 6.5 µM – further read-out of Hep lipid drop, marked with its call; cell count; measured here: cell count, cytotoxicity flag;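 cells counted across two imaged fields per well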
bCat nuc transl cell count 5 µM – also measured in bCat nuc transl; calls as there; cell count; measured here: cell count, cytotoxicity flag
MT stabilize HCS Hoechst-high % – second read-out of MT stabilize HCS, no call of its own (marks repeat the call); % Hoechst-high responders; measured here: nuclear condensation Hoechst responders;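 share of cells brighter than vehicle mean plus two SD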
MT stabilize HCS cytotoxicity % – second read-out of MT stabilize HCS, no call of its own (marks repeat the call); toxicity, %; measured here: cytotoxicity by cell density;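 0% = mean cell density of plate MIN control wells and 100% = no cells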
Autophagy mod cell loss 18 h – second read-out of Autophagy mod, no call of its own (marks repeat the call); toxicity, %; measured here: cell loss, nuclei count;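 cell loss after 18 h compound exposure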
* hit, by the source's call; i = inactive; nt = no result given.

SMILES | MT stabilize HCS | MT stabilize HCS Hoechst-high % | MT stabilize HCS cytotoxicity % | Yfh1-off respiration | Autophagy mod | Autophagy mod cell loss 18 h | WT yeast gro inh | WT yeast gro inh mutant strain | Insulin prom up | Insulin prom up cell count | HEK293 NOD2/NF-kB | bCat nuc transl | bCat nuc transl cell count 5 µM | Dynein cargo inh | Dynein cargo inh cytoplasmic EGFP | Dynein cargo inh nuclear GR-EGFP | Dynein cargo inh cell count | Hep lipid drop | Hep lipid drop cells 6.5 µM
COc1ccccc1/C=C/C=N/NC(=O)c1ccc2nc[nH]c2c1 | 1.6 | 2.6 | 1.9 | i | i | 13 | 3 | 5 | nt | nt | 10% | -2.0 | 578 | -0.5 | -0.17 | -0.15 | 0.26 | 0 | 711
COC(=O)c1ccc2c(=O)n(-c3ccccc3)c(SCN3C(=O)c4ccccc4C3=O)nc2c1 | 2.2 | 2.7 | 6.7 | i | i | 13 | -7 | -1 | -0.46 | 727 | 16% | 1.1 | 484 | 0.33 | -0.21 | 0.23 | -0.68 | -4 | 706
COc1ccc(C2=NN(S(=O)(=O)c3ccccc3)C(c3ccccc3)C2)cc1 (stereo not drawn) | nt | nt | nt | i | nt | nt | nt | nt | -0.87 | 1187 | 13% | 0.1 | 1336 | -0.0019 | -0.27 | -0.08 | -0.015 | 18 | 776
COc1ccc(C(C(=O)OC(C)CN(C)C)c2ccccc2)cc1 (stereo not drawn) | 1.7 | 1.8 | 11 | i | i | -4 | 3 | -3 | 0.92 | 1436 | 9% | -5.8 | 813 | -1.1 | -0.1 | -0.46 | 0.47 | nt | nt
CN(Cc1ccccc1)C(=O)COC(=O)c1ccc(S(=O)(=O)N(C)C)cc1 | 4.5 | 1.3 | 16 | i | i | -8 | 3 | 12 | 1.2 | 1293 | 5% | -3.3 | 1136 | 0.35 | -0.32 | -0.1 | 0.13 | 16 | 697
CSc1nnc(CCCCCCCCc2nnc(SC)o2)o1 | nt | nt | nt | i | nt | nt | nt | nt | -0.47 | 1414 | -23% | -2.8 | 1171 | 0.41 | -0.27 | 0.29 | 0.25 | -1 | 745
CCOC(=O)C1(CCCc2ccccc2)CCN(C(=O)CCc2cnn(C)c2)CC1 | 2.3 | 1.3 | 9.5 | i | i | 3 | 2 | -11 | nt | nt | 8% | 0.5 | 1469 | 0.48 | -0.12 | 0.6 | 0.35 | 0 | 707
N#C/C(=C\Nc1ccc2cn[nH]c2c1)c1nc(-c2ccc(Cl)cc2)cs1 | 2.8 | 2.4 | 8.5 | i | i | 8 | -24 | -36 | 0.29 | 1168 | 10% | nt | nt | 0.39 | 2.8 | 0.72 | -1.2 | 2 | 761
COc1ccc(C(=O)NC(=S)Nc2ccc(S(N)(=O)=O)cc2)cc1 | 1.2 | 1.2 | 8.8 | i | i | -3 | -2 | -6 | 0.55 | 1557 | 14% | 2.2 | 911 | -0.011 | 0.72 | 0.43 | -0.044 | 8 | 693
COc1ccc(NC(=O)C2CCCN2S(=O)(=O)c2ccc(F)cc2)cc1 (stereo not drawn) | 3.1 | 2.3 | 6.9 | i | i | 15 | 10 | 4 | 0.33 | 870 | 8% | -0.5 | 1073 | 0.5 | -0.18 | 0.34 | -0.46 | nt | nt
CCC1=C(C(=O)OC)C(c2cc(OC)ccc2OC)C(C#N)=C(N)O1 (stereo not drawn) | 3.6 | 3.6 | 4.8 | i | i | -11 | 7 | -4 | 0.02 | 1665 | 3% | -1.1 | 1071 | -1.2 | -0.081 | -0.45 | 0.15 | -12 | 697
CCOc1ccc(NC(=O)CN2CCN(C3c4ccccc4-c4ccccc43)CC2)cc1 | 3.5 | 2.3 | 7.9 | i | i | -24 | 45 | 4 | 0.29 | 1119 | 14% | 0.4 | 1062 | 0.13 | -0.18 | 0.92 | 0.15 | -4 | 783
CCCn1c(SCC(=O)Nc2ccccc2CC)nnc1C(C)C | 4.6 | 2.8 | 3.8 | i | i | 5 | 19 | 22 | 0.11 | 1836 | 5% | 0.6 | 1014 | -0.61 | -0.12 | -0.14 | -0.08 | -1 | 679
CC(C)(C)N1CC(c2nc3ccccc3n2CCOc2ccccc2)CC1=O (stereo not drawn) | 0.6 | 1.7 | 20 | i | i | -4 | 11 | 2 | 0.44 | 901 | 10% | nt | nt | -0.44 | 0.36 | -0.17 | 0.36 | -9 | 690
CC(C)CN1CCNC(=O)C1CC(=O)NCc1cnn(-c2cccc(F)c2)c1 (stereo not drawn) | 2.3 | 1.3 | 4.8 | i | i | 24 | 1 | -7 | -0.14 | 1383 | 17% | -0.8 | 1000 | -1.2 | -0.24 | -0.6 | 0.55 | -16 | 705
CO[C@H]1C=CO[C@@]2(C)Oc3c(C)c(O)c4c(O)c(c5c(c4c3C2=O)NC2(CCN(CC(C)C)CC2)N=5)=NC(=O)C(C)=CC=C[C@H](C)[C@H](O)[C@@H](C)[C@@H](O)[C@@H](C)[C@H](OC(C)=O)[C@@H]1C | nt | nt | nt | i | nt | nt | 27 | 33 | -1.2 | 1367 | 18% | -7.9 | 1058 | nt | nt | nt | nt | -10 | 702
CCc1ccc(-c2nc(NC(=O)c3ccc(OCC(=O)Nc4ccc(F)cc4)c(OC)c3)sc2C)cc1 | 5.7 | 2.1 | 8.4 | i | i | 6 | -9 | -5 | -0.07 | 1467 | 2% | -0.1 | 1100 | 0.48 | -0.26 | 0.34 | -0.47 | -1 | 622
CCCN1C(=O)/C(=C/c2nc3ccccc3c(=O)[nH]2)c2cc(C)ccc21 | nt | nt | nt | i | nt | nt | nt | nt | 0.13 | 1361 | -6% | -0.3 | 1162 | 0.003 | -0.086 | 0.0008 | -0.16 | 6 | 699
CC(C)c1ccc(NC(=O)C2CCCCC2C(=O)O)cc1 (stereo not drawn) | 3.0 | 2.7 | 7.0 | nt | i | 9 | 2 | 8 | 0.4 | 1285 | 7% | -1.2 | 1154 | 3.1 | -0.11 | 1.9 | -0.77 | 9 | 693
O=C(Oc1cc(=O)oc2ccccc12)c1ccccc1 | 2.9 | 1.6 | 7.9 | i | i | -6 | 2 | -17 | -0.03 | 1299 | 10% | -2.3 | 1099 | 1.2 | -0.18 | 0.92 | -0.84 | -15 | 715
NC(=O)CC(NC(=O)Cc1cccc2ccccc12)c1ccc(N2CCc3ccccc3C2)c([N+](=O)[O-])c1 (stereo not drawn) | nt | nt | nt | i | nt | nt | nt | nt | -0.36 | 935 | 8% | 0.1 | 1322 | -1 | -0.8 | -0.52 | 0.9 | 26 | 624
CCNC(=S)Nc1ccc(Cl)c([N+](=O)[O-])c1 | 1.9 | 2.2 | 2.6 | i | i | 7 | -13 | -8 | 0.1 | 1497 | 4% | 0.3 | 1059 | 0.65 | -0.13 | 0.36 | -0.21 | 2 | 724
COc1ccccc1CC(=O)O/N=C(\N)c1ccccn1 | nt | nt | nt | i | nt | nt | nt | nt | -0.09 | 1417 | -11% | -0.5 | 1373 | 0.67 | -0.26 | 0.5 | -0.91 | 20 | 723
CCn1cc(C(=O)NCC2CCCO2)c(=O)c2cc(S(=O)(=O)N3CCCCC3)ccc21 (stereo not drawn) | 3.7 | 1.8 | 9.6 | i | i | -18 | -6 | -8 | 1.8 | 1232 | 12% | -3.2 | 787 | 0.04 | -0.2 | 0.18 | -0.2 | nt | nt
COc1ccc(NC(=O)C2CCCO2)cc1Cl (stereo not drawn) | 1.4 | 1.8 | 6.6 | i | i | -3 | 8 | -10 | 0.39 | 893 | 2% | 0.4 | 930 | -0.63 | -0.18 | -0.21 | 0.27 | 1 | 776
Cc1ccc(NC2=NC3(CCCCC3)N=C(N)N2)c(C)c1 | 3.9 | 2.2 | 7.4 | i | i | -5 | 25 | 14 | -0.12 | 1404 | -10% | nt | nt | -0.54 | -0.1 | -0.37 | 0.078 | -13 | 672
O=C1c2ccccc2C(O)N1Cc1ccco1 (stereo not drawn) | 2.4 | 1.7 | 0.4 | i | i | -15 | -2 | 4 | 0.57 | 1873 | 6% | -4.3 | 1184 | 1.8 | -0.15 | 1.3 | -0.89 | -1 | 620
O=C(N/N=C/C(Br)=C\c1ccccc1)c1ccc2nc[nH]c2c1 | 2.0 | 2.4 | 1.3 | i | i | 26 | 2 | 9 | 0.47 | 1173 | 3% | 4.9 | 555 | -0.52 | -0.22 | -0.37 | 1.4 | -8 | 590
CCC(C)NC(=O)c1ccccc1NC(=O)CN(c1ccc(OC)cc1)S(C)(=O)=O (stereo not drawn) | 2.2 | 1.3 | 9.5 | i | i | 5 | 4 | 13 | -1 | 961 | 16% | nt | nt | -1.3 | -0.22 | -0.6 | 1.4 | 7 | 797
O=C1CSC(c2ccccc2F)N1 (stereo not drawn) | nt | nt | nt | i | nt | nt | nt | nt | 0.54 | 990 | 2% | 0.3 | 1294 | 1.2 | -0.13 | 1.1 | -0.1 | 6 | 641

2 compounds from above, showing only Autophagy mod and HEK293 NOD2/NF-kB:
mol	Autophagy mod	HEK293 NOD2/NF-kB
COc1ccccc1CC(=O)O/N=C(\N)c1ccccn1	nt	-11%
CCn1cc(C(=O)NCC2CCCO2)c(=O)c2cc(S(=O)(=O)N3CCCCC3)ccc21 (stereo not drawn)	i	12%

Only part of the results is shown; rates above refer to the full screens.
